Compound activity from PubChem BioAssay.
GPR151 activators: GPR151 activators, triplicate retest, confirmation, cell-based, PathHunter beta-arrestin, luminescence, set 2 (AID 1508608); GPR151 PathHunter beta-arrestin cells, luminescence, 90 min; stronger effect = higher value; 100% = signal from added EA reagent; activation, % at 11.2 µM; 0.9% of 2,300 active;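 active = mean activation across replicates above 26.72%, the hit cutoff set for this confirmation screen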;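 note: 0% = plate median of compound wells and 100% = EA reagent high control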
GPR119 activation: off-target GPR119 activation – cell-based, PathHunter beta-arrestin, luminescence, set 2, counter-screen for GPR151 activator project, confirmation (AID 1508607). 0.9% of 2,300 active. activation, % at 11.2 µM. GPR119 PathHunter beta-arrestin cells, luminescence, 90 min; stronger effect = higher value;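 active = mean percent activation across replicates above the counterscreen hit cutoff of 9.17%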;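 note: 0% = median of sample wells and 100% = wells given EA reagent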
Starred values were filed as active, the others as inactive. These rows are one share of the data; count on the stated rates, not on these rows.

Value order – GPR151 activators, GPR119 activation
COc1ccc(Cn2nccc2N)cc1OC
 : -3.0, -2.2
COc1cc(Nc2nc(NCCN3CCOCC3)c3ncn(CCN4CCCC4=O)c3n2)cc(OC)c1OC
 : -5.4, -2.9
O=C(COC(=O)c1ccc(F)c(S(=O)(=O)N2CCOCC2)c1)c1ccccc1
 : 7.8, 4.5
O=C(NCc1ccccc1)c1ccc(Cn2nnc3ccsc3c2=O)cc1
 : -0.6, -0.7
CCCN(C(=O)Cc1nc(-c2ccc(OC)cc2)no1)c1ccccc1C
 : -0.1, -1.2
O=C(c1cc(N2CCOCC2)c(F)cc1[N+](=O)[O-])N1CCOCC1
 : 6.5, 1.3
O=C1/C(=C\c2ccccc2O)SC(=S)N1Cc1ccco1
 : -3.1, -2.9
O=C(O)c1ccc(CNC(=O)C2CCCN2S(=O)(=O)c2cccc3nsnc23)cc1 (centres undefined)
 : 2.7, -1.9
COc1ccc(NS(=O)(=O)c2cccc3c(S(=O)(=O)Nc4ccc(OC)cc4OC)cccc23)c(OC)c1
 : 8.8, -1.8
c1ccc(Cc2nc(NCc3cccs3)c3c4c(sc3n2)CCCC4)cc1
 : -5.1, -1.8
O=C(Nc1ccc(Br)c2cccnc12)C(C(F)(F)F)C(F)(F)F
 : -1.0, -0.9
Cc1ccc(C)c(CN2CCc3nnc(CNC(=O)c4cc(C)oc4C)n3CC2)c1
 : 4.9, 3.5
CC(C)C(NS(=O)(=O)c1cccc2nsnc12)C(=O)NC1CCCC1 (centres undefined)
 : -3.0, -4.0
CCC(C)NC(=O)c1ccc(-n2c(=S)[nH]c3ccccc3c2=O)cc1 (centres undefined)
 : 7.0, 0.0
CC(=O)Nc1ccc(Nc2nc(-c3ccc(C(=O)NC4CC4)cc3)nc3nc[nH]c23)cc1
 : -4.0, 0.0
Cc1ccc(NC(=O)/C(C#N)=C\c2ccccc2O)cc1C
 : 8.2, 2.5
COc1ccc(-c2nc3s/c(=C\c4ccccc4[N+](=O)[O-])c(=O)n3n2)cc1OC
 : -7.2, -3.6
CC(=O)c1ccc(N2CCN(C(=O)c3cc4c(C)nc5ccccc5c4o3)CC2)cc1
 : 5.0, 0.7
CCOC(=O)c1nnn(CC(=O)Nc2ccc(OC)c(OC)c2)c1C(=O)OCC
 : 2.3, 1.7
COc1cccc(C(=O)NCC2CCCN(C3CCC3)C2)c1OC (centres undefined)
 : -2.0, 3.1
O=C(CCC(=O)Nc1cc(C(F)(F)F)ccc1Cl)N/N=C\c1ccccc1
 : -0.5, -0.1
CC(=O)OC(C(=O)NCc1ccco1)c1ccncc1 (centres undefined)
 : -7.0, -1.8
CCOC(=O)CSc1nc2ccc(Br)cc2c(=O)n1C
 : -1.7, -0.3
CC1=C(C(=O)Nc2ccc(Cl)cc2)C(c2ccco2)C(C#N)=C(SCC(=O)Nc2ccc(C)cc2C)N1 (centres undefined)
 : 0.3, 4.8
COc1cccc(/C=C2\N=C(c3cccc(Br)c3)OC2=O)c1
 : -7.2, 1.6
Cc1cc(N2CCCCC2)nc2ccc(NC(=O)C3CCC(C(C)(C)C)CC3)cc12 (centres undefined)
 : -0.7, -3.4
COc1ccc(NC(=O)C2C3CCC(C3=C(C)C)C2C(=O)O)cc1 (centres undefined)
 : -6.7, -3.6
O=C(NN=C1CCCCC1)C(O)(c1ccccc1)c1ccccc1
 : -1.1, 0.6
O=C(Nc1cccc(S(=O)(=O)N2CCCCC2)c1)NC1(C(F)(F)F)Oc2ccccc2O1
 : 6.6, 1.8
O=C(NC1CC1)C1CCN(C2CCN(C(=O)/C=C/c3ccc(F)cc3)CC2)CC1
 : 4.0, 4.9

Nothing new here: 3 of the compounds above.
Value order – GPR151 activators, GPR119 activation
CC1=C(C(=O)Nc2ccc(Cl)cc2)C(c2ccco2)C(C#N)=C(SCC(=O)Nc2ccc(C)cc2C)N1 (centres undefined)
 : 0.3, 4.8
COc1cccc(/C=C2\N=C(c3cccc(Br)c3)OC2=O)c1
 : -7.2, 1.6
Cc1cc(N2CCCCC2)nc2ccc(NC(=O)C3CCC(C(C)(C)C)CC3)cc12 (centres undefined)
 : -0.7, -3.4

Returning to the listing, repeating the two entries before the break.
Value order – GPR151 activators, GPR119 activation
O=C(Nc1cccc(S(=O)(=O)N2CCCCC2)c1)NC1(C(F)(F)F)Oc2ccccc2O1
 : 6.6, 1.8
O=C(NC1CC1)C1CCN(C2CCN(C(=O)/C=C/c3ccc(F)cc3)CC2)CC1
 : 4.0, 4.9
CCC12CN3CC(CC)(CN(C1)C3c1cccc(C)c1)C2=O (centres undefined)
 : 2.7, 2.1
CCC[n+]1c(/C=C2\Sc3ccccc3N2CC)ccc2ccccc21
 : 15.4, 5.9
CC(C)CC(=O)NCC1CCC2(CCN(Cc3ccccc3F)CC2)O1 (centres undefined)
 : 9.4, 2.7
CC1CC(C)(C)NC(=S)N1CCCC(=O)N1CCN(c2cccc(C(F)(F)F)c2)CC1 (centres undefined)
 : 4.2, 3.6
CCCCOc1ccc(C(=O)Nc2c3c(nn2-c2cccc(Cl)c2)CSC3)cc1
 : 2.8, 6.0
C=CCN1C(=O)/C(=C/c2ccc(OCC(=O)O)cc2)S/C1=N/c1nccs1
 : 6.7, 6.8
Cn1cccc1C(=O)OCC(=O)NC(=O)NCc1ccccc1
 : -2.5, -2.6
CC(C)[C@@H]1NC(=O)[C@@H]2C[C@H](NCc3cn(C)nc3-c3ccccc3)CN2C1=O
 : -1.2, -0.1
Cc1sc2c(c1C)c(=O)n(CCc1ccccc1)c(=O)n2CC(N)=O
 : -1.0, 3.0
Fc1ccc(NC(=S)NCc2ccco2)cc1
 : 1.7, 3.4
Cc1ccc(OCC(=O)Nc2c(C)n(C)n(-c3ccccc3)c2=O)cc1
 : -1.0, -1.5
COC(=O)C(C)Sc1nc2c(c(=O)n1C)SC(C)C2 (centres undefined)
 : 5.1, 5.6
COc1cc(OC)cc(C2NS(=O)(=O)N=C2N)c1 (centres undefined)
 : 6.0, 3.9
Cc1nccn1-c1ccc(NC(=O)C2CCCN(Cc3cc4ccccc4o3)C2)cc1 (centres undefined)
 : 3.0, 2.2
Cc1nn(Cc2ccccc2)c(C)c1NC(=O)CCC(=O)O
 : 0.1, -2.8
CCOC(=O)c1cnc2ccc(OCC)cc2c1Nc1ccccc1OC
 : 0.4, 1.9
CCOC(=O)c1cnc2ccc(OCC)cc2c1Nc1ccc(C)c(F)c1
 : -0.3, -2.6
Cc1nc2c(C(=O)N3CCN(c4cccc(C(F)(F)F)c4)CC3)cnn2c(C)c1Cc1ccccc1F
 : -1.4, -2.0
Cc1ccc(Cl)cc1Nc1cc(N2CCOCC2)c2nonc2c1[N+](=O)[O-]
 : 3.4, 1.0
CC(C)C(C(=O)Nc1ccccc1Br)N1C(=O)c2ccccc2C1=O (centres undefined)
 : -8.0, -3.5
Cc1oc(C)c(S(=O)(=O)NC(C)C)c1C(=O)NCc1ccco1
 : -1.4, -0.8
CC1CCN(CC2CCN(C(=O)Nc3cccc(Cl)c3)CC2)CC1
 : 0.3, 0.5
CCOC(=O)C1C(c2ccc([N+](=O)[O-])cc2)C2C(=O)NN=C2CC1(C)O (centres undefined)
 : -0.9, 1.4
O=C(Cc1c[nH]c2ccccc12)N1CCN(S(=O)(=O)c2ccc(F)cc2)CC1
 : 2.9, 1.8
Cc1ccc(-c2csc3nnc(SCC(=O)NC(N)=O)n23)cc1
 : -2.8, -2.1
O=C(Nc1ccccc1C(F)(F)F)N1CCN(c2ccc3nncn3n2)CC1
 : 2.7, -1.2
COc1ccc(C2=NOC(C(=O)Nc3cc(C)on3)C2)cc1 (centres undefined)
 : 1.9, -2.6
O=C(NCCc1c[nH]c2ccccc12)c1ccc(CNc2nc(=S)[nH]c3ccccc23)cc1
 : -2.3, -1.2
Cc1ccc(S(=O)(=O)N2CCSC2c2ccc(Br)cc2)cc1 (centres undefined)
 : 2.6, -1.0
COC(=O)C1C(=O)NC(SCC(=O)Nc2ccccc2C)=C(C#N)C1c1ccc(Cl)cc1Cl (centres undefined)
 : -7.4, -3.8
CC1CCCCC1NS(=O)(=O)c1ccc2c(c1)CCN2C(=O)C1CCC1 (centres undefined)
 : 5.2, 0.2
CC(C)c1ccc(/C=N\NC(=O)Cn2c(-c3nonc3N)nc3ccccc32)cc1
 : 0.9, -0.9
COc1ccc(NS(=O)(=O)c2ccc(NC(=S)NC(C)=O)cc2)cc1
 : -0.5, 3.8
COc1ccc(N2C(=O)/C(=C/c3ccc(N(C)C)cc3)NC2=S)cc1
 : -2.2, 0.0
Cc1ccc(NC(=O)C2OC3OC(C)(C)OC3C3OC(C)(C)OC23)cc1Cl (centres undefined)
 : -7.4, 0.0
CCOc1ccc(-c2nc(CSCC(=O)NCC3CCCO3)c(C)o2)cc1 (centres undefined)
 : 1.7, 0.1
COc1ccc2nc(Nc3nc(C)c(C(C)=O)s3)sc2c1
 : -4.3, -5.7
CCOc1ccc(NC(=O)/C(C#N)=C/c2c[nH]c3ccccc23)cc1
 : 1.4, 3.0
Cc1cccn2c(=O)c3cc(C#N)c(=O)n(-c4ccc(Br)cc4)c3nc12
 : 4.9, 1.8
COc1ccc(N=C2SC(CC(=O)Nc3ccc(OC)cc3OC)C(=O)N2C)cc1 (centres undefined)
 : 2.5, 7.0
CCOC(=O)c1c(NC(=O)c2ccccc2)sc(C(C)=O)c1C
 : -0.3, -0.5
O=C(C1CC(=O)N(Cc2ccccc2)C(=Nc2ccc(Cl)cc2)S1)N1CCN(c2ccc([N+](=O)[O-])cc2)CC1 (centres undefined)
 : -0.6, 4.6
COc1ccc(Cn2c(C)cn3c4c(=O)n(CC(N)=O)c(=O)n(C)c4nc23)cc1
 : -0.2, -1.6
COc1ccccc1N1CCN(C(=O)c2ccccc2I)CC1
 : -0.1, 2.9
CCOC(=O)c1c(NC(=O)CSc2nncn2C)sc2c1CCC(CC)C2 (centres undefined)
 : -1.8, 4.2
CC(C)c1onc(C(=O)NC2CCCCC2)c1[N+](=O)[O-]
 : 0.9, -2.5
CCC(C)NC(=O)CSc1nc2ccsc2c(=O)n1-c1cccc(Cl)c1Cl (centres undefined)
 : 0.1, -2.2
CC(=O)NCCNc1nc2c(-c3cccc(C)c3)nnn2c2ccccc12
 : 3.5, 0.3
O=C(O)/C=C/C(=O)Nc1ccc(C(=O)c2ccccc2)cc1
 : -4.5, 0.8
O=C(Nc1ncc(Cc2ccc(F)cc2)s1)c1sc2ccccc2c1Cl
 : 1.2, -1.9

Continued:
Value order – GPR151 activators, GPR119 activation
Cc1ccc(-c2cc(=O)c3cc(Cl)ccc3o2)cc1
 : -6.7, -4.5
N#CC1=C(N)Oc2n[nH]c(C34CC5CC(CC(C5)C3)C4)c2C1c1cccnc1 (centres undefined)
 : 8.6, 2.2
COc1ccc(-n2ncc3c(Nc4ccc(C(C)C)cc4)ncnc32)cc1
 : 4.4, 9.2*
CCOc1ccccc1/C=C1/N=C(c2cccc([N+](=O)[O-])c2C)OC1=O
 : -2.5, -2.8
O=C1C=C(NNC(=O)c2ccncc2)CC(c2ccco2)C1 (centres undefined)
 : 4.8, 2.6
CCC(C)n1c(SCSc2nc3c(c(=O)n(C)c(=O)n3C)n2C(C)CC)nc2c1c(=O)n(C)c(=O)n2C (centres undefined)
 : -1.3, 1.2
CC(=O)c1cccc(NC(=O)Oc2ccccc2)c1
 : 2.2, 3.8
CC(C)CCNC(=O)CCCn1sc2ccccc2c1=O
 : -0.3, -0.4
O=C(Nc1c2c(nn1-c1ccc(F)cc1)CSC2)c1cc2ccccc2oc1=O
 : -2.6, -1.7
COc1ccc(C(=O)Nc2c3c(nn2C(C)(C)C)CSC3)c(OC)c1
 : -2.3, 1.9
CC12CCC(C(=O)Nc3ccc(I)cc3)(OC1=O)C2(C)C (centres undefined)
 : 2.1, 4.9
O=C(Cn1cnc2ccccc2c1=O)Nc1ccc2c(c1)OCCO2
 : -9.3, -1.5
COc1ccccc1C(=O)Nc1c2c(nn1C(C)(C)C)CS(=O)(=O)C2
 : 7.5, 4.9
CC(=O)n1nc(-c2ccco2)nc1SCc1ccccc1
 : 2.6, 4.5
COc1cccc(-c2n[nH]c3c2C(c2cccs2)NC3=O)c1 (centres undefined)
 : -5.8, -0.3
NC(=O)c1ccccc1NC(=O)[C@@H]1CCCC[C@@H]1C(=O)O
 : 3.5, 0.7
CC(=O)N1CCN(c2ccccc2NC(=O)c2cccnc2)CC1
 : -7.8, 0.7
CC1CCN(S(=O)(=O)c2ccc(NC(=O)CSc3nc4ccccc4o3)cc2)CC1
 : 10.7, 3.4
CCC1C(=O)NCCN1Cc1ccc2c(c1)CN(Cc1c[nH]c3ccccc13)CCO2 (centres undefined)
 : 10.1, 2.1
C=CCn1c(-c2cccnc2)nn(C(=O)c2cc(OC)c(OC)c(OC)c2)c1=S
 : -3.0, 0.5
O=C(Nc1c2c(nn1-c1ccc(Cl)cc1)CSC2)C1(c2ccc(Cl)cc2)CCCC1
 : 2.2, 2.3
Cc1ccc(CS(=O)Cc2ccc(C(=O)N3CCN(c4ccccn4)CC3)o2)cc1 (centres undefined)
 : -2.7, -2.7
O=C(Cn1c(=O)[nH]c2ccccc2c1=O)NCc1ccc2c(c1)OCO2
 : -5.9, -5.4
COCCOC(=O)C1=C(C)NC2=C(C(=O)CCC2)C1c1ccc(-c2ccccc2)cc1 (centres undefined)
 : -0.1, 3.0
COCCN(CCOC)C(=O)c1ccc(SCc2ccc(C)cc2)c([N+](=O)[O-])c1
 : -0.5, 1.9
CCC(C)NC(=O)c1cc(=O)[nH]c2ccc(Br)cc12 (centres undefined)
 : 88.5*, 47.8*
Cc1ccc(Oc2ccc(NC(=O)c3ccc(N4C(=O)c5ccccc5C4=O)cc3)cc2)cc1
 : -2.9, 0.9
Cc1ccc(OC(C)c2nc(-c3ccc(OCC(N)=O)cc3)no2)cc1C (centres undefined)
 : 0.0, 8.6
CCCN1C(=O)c2cc(C(=O)O)ccc2C1O (centres undefined)
 : 2.6, 1.1
O=C(O)CNC(=O)/C=C/c1ccccc1Cl
 : -5.3, 1.3
O=[N+]([O-])c1cccc(-c2noc(C(F)(F)F)n2)c1
 : -2.0, 3.8
